Bioassay records from PubChem BioAssay.
CHT PAM: allosteric activators of human choline transporter CHT; actives 0.49% (n = 310,000); Q9GZV3; CHT-expressing cells, membrane potential dye, choline EC20; hits give high values; LV-AA mutant CHT in HEK293 cells; B-score at 10 µM; AID 488977;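 active means initial fluorescence not abnormally high and integrated response B-score, plate-corrected, over 3 SD above library mean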
Target sequence (Q9GZV3 whole entry, looked up): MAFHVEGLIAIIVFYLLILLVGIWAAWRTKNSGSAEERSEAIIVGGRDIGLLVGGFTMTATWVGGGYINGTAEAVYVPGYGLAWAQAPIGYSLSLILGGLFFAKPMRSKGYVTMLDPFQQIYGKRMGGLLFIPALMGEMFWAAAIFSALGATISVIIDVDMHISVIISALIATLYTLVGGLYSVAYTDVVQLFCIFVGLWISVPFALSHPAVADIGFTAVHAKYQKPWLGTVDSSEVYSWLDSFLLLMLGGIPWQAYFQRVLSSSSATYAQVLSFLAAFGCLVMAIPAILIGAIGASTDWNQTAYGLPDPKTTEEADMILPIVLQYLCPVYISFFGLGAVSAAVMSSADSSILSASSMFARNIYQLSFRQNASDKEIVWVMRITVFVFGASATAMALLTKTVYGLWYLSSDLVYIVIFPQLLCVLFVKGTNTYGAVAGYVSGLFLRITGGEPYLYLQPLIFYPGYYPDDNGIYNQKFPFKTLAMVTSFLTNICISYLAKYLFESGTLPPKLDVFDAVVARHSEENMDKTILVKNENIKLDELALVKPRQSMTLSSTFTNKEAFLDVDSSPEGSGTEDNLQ
OX1R antag: antagonists of human orexin 1 receptor. CHO/OX1R cells, Fluo-8 calcium fluorescence, orexin A. inhibition, % at 5 µM. actives 0.43% (n = 330,000);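 active means inhibition above its plate's threshold, mean inhibition of all tested compounds on the plate plus 3 SD, cut at about 37% in these data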;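 further: 0% = orexin A challenge wells and 100% = SB-334867-A antagonist wells; not every result past the cut was called active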
Target sequence (O43613 whole entry, looked up): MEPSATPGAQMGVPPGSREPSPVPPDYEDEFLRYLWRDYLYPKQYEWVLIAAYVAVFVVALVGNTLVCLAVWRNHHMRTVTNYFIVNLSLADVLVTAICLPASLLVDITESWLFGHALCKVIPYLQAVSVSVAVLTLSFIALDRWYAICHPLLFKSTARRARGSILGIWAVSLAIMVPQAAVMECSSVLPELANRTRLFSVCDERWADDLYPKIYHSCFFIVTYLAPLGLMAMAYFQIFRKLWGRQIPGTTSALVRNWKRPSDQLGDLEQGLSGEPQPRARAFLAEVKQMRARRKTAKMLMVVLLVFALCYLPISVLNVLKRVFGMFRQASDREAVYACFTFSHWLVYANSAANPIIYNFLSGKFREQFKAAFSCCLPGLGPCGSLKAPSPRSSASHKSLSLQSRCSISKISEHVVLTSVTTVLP
Active calls of the source: *; i = inactive; . = no result given.

Below each compound: OX1R antag	CHT PAM
> Cc1cc(OC(=O)CCNC(=O)OC(C)(C)C)c2c3c(c(=O)oc2c1)CCC3
    -24.4	i
> O=S(=O)(c1ccc(F)cc1)N1CCCC1c1cccnc1 (stereo not given)
    -18.1	i
> CC(=O)O[C@H]1C[C@@H]2CC[C@@H]3[C@H](CC[C@]4(C)C(=O)CC[C@@H]34)[C@@]2(C)C[C@@H]1OC(C)=O
    -15.4	i
> O=Cc1cn(Cc2ccc(F)cc2)c2ccccc12
    -7.5	i
> COc1ccc(C(CNC(=O)Cc2ccc(Cl)c(Cl)c2)N(C)C)cc1 (stereo not given)
    -13.4	i
> Cc1ccc(N=C(N(C)C)P(=O)(N(C)C)N(C)C)cc1
    -15.7	i
> O=c1[nH]c(=O)n(Cc2ccc(F)cc2)c(O)c1/C=N/Nc1ccccc1
    -14.6	i
> Cc1ccc2c(c1)C1CN(C)CCC1N2C(=S)Nc1cccnc1 (stereo not given)
    -12.1	i
> COP(=O)(OC)C(NC(C)=O)C(Cl)(Cl)Cl (stereo not given)
    -8.1	i
> Cn1c(=O)n(C)c2cc([N+](=O)[O-])c(N3CCNCC3)cc21
    -3.9	9.69*
> O=C(/C=C/c1ccc(Br)cc1)NC(=S)N1C[C@H]2C[C@H](C1)c1cccc(=O)n1C2
    -31.4	i
> CCC1(CC)C(=O)N(C)C(=O)NC1=NC
    -24.3	i
> NP(=O)(OCCCc1ccccc1)Oc1ccc(Cl)cc1 (stereo not given)
    -6.5	i
> COc1ccc(C(=O)C(C)(C)NO)cc1
    -13.1	i
> O=C1NC(=O)C(=Cc2ccc(-c3ccc(Cl)cc3)o2)C(=O)N1
    10.8	i
> CC(=O)Nc1ccc(CC(=O)N2CCN(Cc3ccccc3)CC2)cc1
    -6.4	i
> CN1C(=O)C(C2c3ccccc3C(=O)N2Cc2ccc([N+](=O)[O-])cc2)C(=O)N(C)C1=O (stereo not given)
    -12.5	i
> CC(C)C(=O)Nc1nnc(CCN(CCc2nnc(NC(=O)C(C)C)s2)[N+](=O)[O-])s1
    -6.8	i
> CN1CCN(c2ccc([N+](=O)[O-])c(N)c2)CC1
    -10.4	i
> O=C(c1cccc2ccccc12)C1CCCN(Cc2ccon2)C1 (stereo not given)
    -23.7	i
> CCc1nnc(NC(=O)CCc2nc(C3=CCN(C)CC3)no2)s1
    -0.8	i
> CCC(C)C1N=C(c2ccccc2)c2cc(Cl)ccc2N(CC(=O)NCc2ccco2)C1=O (stereo not given)
    -20.7	i
> CC(=O)NCC(=O)Nc1ccc(Br)cc1C(=O)c1ccccc1
    -21.1	i
> O=Cc1cn(Cc2ccc(F)cc2Cl)c2ccccc12
    1.8	i
> CCc1ccccc1NC(=O)CNCc1ccccc1
    11.9	i
> N[C@@H]1C[C@H]1c1ccccc1
    -5.0	i
> Cc1nn(C)c(C)c1P(=S)(c1c(C)nn(C)c1C)N(C)C
    -9.9	i
> Cc1ccc(C(=O)NC(O)C(Cl)(Cl)Cl)cc1 (stereo not given)
    -11.7	i
> Cc1ccsc1C(=O)C1CCCN(Cc2ccn[nH]2)C1 (stereo not given)
    -12.2	i
> COC(=O)C1=C(c2ccc(S(C)(=O)=O)cc2)C[C@@H]2CC[C@H]1N2C(=O)NCCO
    -4.0	i
> CCC(C)n1c(O)c(C=Nc2cccc(C(F)(F)F)c2)c(=O)[nH]c1=S (stereo not given)
    -26.7	i
> CC(C(=O)c1ccc(Cl)cc1Cl)n1cncn1 (stereo not given)
    -24.7	i
> O=c1c2ccccc2nc(CNCC2CCCO2)n1-c1ccc(F)cc1 (stereo not given)
    -29.9	i
> CC(C(=O)c1c[nH]c2ccccc12)N1CCOCC1 (stereo not given)
    -15.7	i
> Cn1cc(C(=O)N2CCC3(CC2)OCCO3)c2c3ccccc3n(C)c2c1=O
    5.7	i
> C=CCN(CC#CCOc1ccccc1OC)CC=C
    -3.9	i
> Cn1c(O)c(C=NCCc2c[nH]c3ccccc23)c(=O)n(C)c1=O
    -13.9	i
> Cc1cccc(NC(=O)COC(=O)c2cc(C)n(C3CC3)c2C)c1
    -22.0	.
> CC(C)(C)NC(=O)CN1CCCN(C(=O)COc2ccc(Cl)c3ccccc23)CC1
    -21.5	.
> CC1=NN=C(c2ccc(N)cc2)c2cc3c(cc2C1)OCO3
    -29.8	i
> O=[N+]([O-])c1cc(-c2ccc([As](=O)(O)O)cc2)ccc1[As](=O)(O)O
    .	i
> O=C(N/N=C/c1c(O)n(C2CC2)c(=S)[nH]c1=O)c1ccccc1
    -22.4	i
> COCCOC(=O)C1=C(C)OC(N)=C(C(=O)OC)C12C(=O)Nc1ccccc12 (stereo not given)
    -10.0	i
> COCCCn1c(N)c(C(=O)Nc2sc3c(c2C(=O)OC)CCCC3)c2nc3ccccc3nc21
    -1.5	i
> O=[N+]([O-])c1ccc(Cl)cc1
    -15.2	.
> Cc1c(NC(=O)C(C)OC(=O)Cc2ccccc2)c(=O)n(-c2ccccc2)n1C (stereo not given)
    -14.4	i
> CCCCn1c(O)c(C(C)=NCc2ccc3c(c2)OCO3)c(=O)[nH]c1=O
    -13.2	i
> CCCC(CCC)C(=O)OC[N+](C)(C)CCOC(=O)C(O)(c1ccccc1)C1CCCC1 (stereo not given)
    -11.1	i
> CN1CCN(Cc2ccc(N)cc2)CC1
    -1.6	i
> O=C(O)C1C2CC3CC(C2)CC1(n1ncc(N2CCC4(CC2)OCCO4)c(Cl)c1=O)C3 (stereo not given)
    2.0	i
> CCNCCNc1ccc([N+](=O)[O-])c2cccnc12
    -15.6	6.31*
> COc1cc2c(cc1OC)[C@@H]1C(=O)c3ccc4c(c3O[C@@H]1CO2)C[C@H](C(C)C)O4
    11.8	i
> COc1ccc(Cl)cc1C(=O)C1CCCN(Cc2cnc(C)s2)C1 (stereo not given)
    -41.0	i
> O=C(c1cc(S(=O)(=O)N2CCCCC2)ccc1F)N1CCC2(CC1)OCCO2
    7.3	i
> C=Cn1ccnc1P(=S)(c1cc(N(CC)CC)ns1)c1nccn1C=C
    10.8	i
> COc1cc2c(cc1C=O)OCO2
    -0.9	i
> NC(=O)CSc1nnc([C@@H](N)Cc2c[nH]c3ccccc23)o1
    -17.2	i
> Cc1cc(N2C(=O)C3CCCN3C2c2ccccc2)no1 (stereo not given)
    -16.2	i
> N=C1c2ccccc2CN1NC(=O)c1ccc(Cl)cc1
    -6.7	i
> CCN1C[C@]2(CO)CC[C@H](OC)[C@@]34C2[C@H](OC)[C@@](O)(C13)[C@@]1(O)C[C@H](OC)[C@H]2C[C@@H]4[C@@H]1[C@H]2OC
    -13.7	i

Four entries from above, with each value named.
CN1CCN(Cc2ccc(N)cc2)CC1
  OX1R antag: -1.6 | CHT PAM: i

O=C(O)C1C2CC3CC(C2)CC1(n1ncc(N2CCC4(CC2)OCCO4)c(Cl)c1=O)C3 (stereo not given)
  OX1R antag: 2.0 | CHT PAM: i

CCNCCNc1ccc([N+](=O)[O-])c2cccnc12
  OX1R antag: -15.6 | CHT PAM: 6.31*

COc1cc2c(cc1OC)[C@@H]1C(=O)c3ccc4c(c3O[C@@H]1CO2)C[C@H](C(C)C)O4
  OX1R antag: 11.8 | CHT PAM: i

Later entries:
Below each compound: OX1R antag	CHT PAM
> COC(=O)C1=C(c2ccc(-c3ccccc3)c(F)c2)C[C@@H]2CC[C@H]1N2C(=O)NCCO
    7.8	.
> Cc1ccc(C)c(NC(=O)CSc2nnc([C@@H](N)Cc3c[nH]c4ccccc34)o2)c1
    -10.2	i
> CC1(C(=O)O)CCCC2(C)c3cc(O)ccc3CCC12 (stereo not given)
    -16.0	i
> COc1ccccc1NC(=O)c1cn(CCC#N)nc1-c1ccc(F)cc1
    .	i
> COCCNC(=O)c1ccc(N2CC3CC(C2)c2cccc(=O)n2C3)c([N+](=O)[O-])c1 (stereo not given)
    0.9	i
> CN(C)P(=O)(CCl)Nc1ccccc1 (stereo not given)
    -7.8	i
> Cc1cc(OC(C)C(=O)NCC(O)c2ccccc2)c2c3c(c(=O)oc2c1)CCC3 (stereo not given)
    -24.6	i
> CCOP(=O)(OCC)C1(C(=O)O)CCCC1
    -4.7	i
> Cc1noc(C)c1C(=O)N1CCC2(CC1)OCCO2
    -2.2	i
> O=C1C2CCCN2C(c2cccnc2)N1c1ccc(Cl)cc1 (stereo not given)
    -43.7	i
> COc1ccc2[nH]c3c(c2c1)CCNC3
    -2.3	i
> COc1ccc(NC(=S)NC(NC(=O)CF)C(Cl)(Cl)Cl)cc1[N+](=O)[O-] (stereo not given)
    -3.6	i
> C(CCc1nn[nH]n1)CCc1nn[nH]n1
    2.7	i
> O=C(Cc1ccccc1)N1CCN(CCCc2ccccc2)CC1
    .	i
> Cc1nc2c(-c3ccccc3)c(C)nn2c(C)c1CCC(=O)N1CCC2(CC1)OCCO2
    -18.4	i
> COc1ccc(N=Nc2c(O)[nH]c(=S)[nH]c2=O)cc1
    2.1	i
> CCCCn1c(N)c(C(=O)NCCN2CCOCC2)c2nc3ccccc3nc21
    -9.6	i
> Clc1ccccc1CN1CCN(c2cccc3[nH]ccc23)CC1
    -30.3	i
> O=C(COc1ccc(Br)cc1)N1CCN(Cc2ccc3c(c2)OCO3)CC1
    -6.3	i
> O=c1[nH]c(=S)n(CCC2=CCCCC2)c(O)c1C=NC1CCN(Cc2ccccc2)CC1
    -21.7	i
> COc1cccc(-n2c(O)c(C=NCc3ccc4c(c3)OCO4)c(=O)[nH]c2=O)c1
    -2.7	i
> CCC(C)C1NC(=O)C(C(C)=O)=C1O (stereo not given)
    -12.4	i
> Cc1c(O)ccc(C(=O)CN2CC(C)OC(C)C2)c1O (stereo not given)
    7.1	i
> CCOC(=O)c1c(-c2ccc(OC)cc2)oc2ccc(OC(=O)N(C)C)cc12
    -36.2	i
> CC1(C)C(C(=O)N2CCN(c3ccc(Cl)cc3)CC2)C1(C)C
    -14.1	i
> Cc1cccc(OP(=O)(Oc2ccccc2)OC(c2ccccc2)C(F)(F)F)c1 (stereo not given)
    -30.8	i
> CCC(CC)NCc1c[nH]c2ccccc12
    -11.5	i
> CN1CCc2cc3c(c4c2C1Cc1ccccc1-4)OCO3 (stereo not given)
    -25.9	i
> CC(=NCc1ccco1)c1c(O)n(-c2ccc(C)cc2)c(=O)[nH]c1=O
    -8.6	i
> Nc1c(C(=O)OCc2ccccc2)c2nc3ccccc3nc2n1Cc1cccs1
    -9.4	i
> O=c1[nH]c(O)c(N=Nc2ccc([N+](=O)[O-])cc2)c(=O)[nH]1
    -24.6	i
> CCc1ccc(NC(=O)CCNC(=O)N2C[C@H]3C[C@@H](C2)c2cccc(=O)n2C3)cc1
    -0.9	i
> CC(C)Sc1nnc([C@@H](N)Cc2c[nH]c3ccccc23)o1
    5.8	i
> COc1ccc(N=C(C)c2c(O)[nH]c(=O)[nH]c2=O)cc1
    -14.8	i
> CCCN1CCC[C@H](c2cccc(O)c2)C1
    -19.1	i
> O=c1[nH]c(=O)n(-c2ccccc2F)c(O)c1/C=C1\C=Nc2ccccc21
    4.0	i
> COC(=O)C1=C(c2cccc(OC)c2OC)C[C@@H]2CC[C@H]1N2C(=O)NC1CCCCC1
    -18.7	i
> CC1=NN(c2ccccc2)C(=O)/C1=C/c1c(O)[nH]c(=O)[nH]c1=O
    -18.4	i
> CCCOC(=O)Nc1ccc([As](=O)(O)O)cc1NC(=O)OCCC
    2.3	i
> Cc1ccc(-c2ccc(=O)n(CC(=O)N3CCC4(CC3)OCCO4)n2)cc1
    -10.0	i
> CN(C(=O)Cc1ccc(Cl)c(Cl)c1)C(CN1CCCC1)c1cccc(OCC(=O)O)c1 (stereo not given)
    -15.1	i
> CCOC(=O)CC1=C(C(=O)OCC)C2(C(=O)N1CC(=O)OC)C(C#N)=C(N)Oc1ccccc12 (stereo not given)
    -13.2	i
> c1ccc(Cn2ccnc2)cc1
    10.0	i
> O=P(Nc1cccc(Cl)c1)(Oc1ccccc1)Oc1ccccc1
    12.3	i
> CCN(CC)S(=O)(=O)c1cccc(N=Nc2c(O)n(CC)c(=S)n(CC)c2=O)c1
    -16.1	i
> CN1CC=C(/C=C/c2ccc(-c3ccccc3)cc2)CC1
    20.4	i
> CCOC(=O)C1(CCc2ccccc2)CCN(Cc2ccc3c(c2)OCCO3)CC1
    -24.0	i
> O=c1c2ccccc2nc(-c2ccco2)n1-c1ccccn1
    3.3	i
> Nc1nonc1OCCCCOc1nonc1N
    3.4	i
> Cc1nc2c(-c3ccc(F)cc3)c(C)nn2c(C)c1CCC(=O)N1CCC2(CC1)OCCO2
    -19.2	i
> CCCCOC(=O)c1ccc(NC(=O)c2c(O)[nH]c(=O)[nH]c2=O)cc1
    -19.9	i
> COc1ccc(CNCCc2c[nH]c3ccccc23)cc1OC
    -29.6	i
> CCOC(=O)c1c(C)n(Cc2ccc(F)cc2)c2ccc(O)cc12
    -26.2	i
> COC(=O)C1=C(c2ccc(F)cc2F)C[C@@H]2CC[C@H]1N2C(=O)NCc1ccc(C(F)(F)F)cc1
    -24.2	.
> Cn1nc(N)c2c1N=P(N1CCOCC1)(N1CCOCC1)N=C2c1ccccc1
    -9.3	i
> COC(=O)C1=C(c2ccc(OC)c(OC)c2)C[C@@H]2CC[C@H]1N2C(=O)N1CCCCC1
    -11.8	.
> CNC(=O)Oc1ccc(-c2cn3cc(C)ccc3n2)cc1
    -9.4	i
> O=C(COc1ccc(Cl)cc1)N1CCN(Cc2ccc([N+](=O)[O-])cc2)CC1
    -21.4	i
> Cc1ccc2c(c1)C1CN(C)CCC1N2S(=O)(=O)c1ccccc1 (stereo not given)
    -18.2	i

These rows are one share of the data (hit frequency here may not be typical).
